Source: PubChem
FXIIa inh = blocks human coagulation factor XIIa activity | P00748 | 33,000 tested, 0.2% active | purified human FXIIa, AMC substrate fluorescence, 2 h | inhibition, % at 10 µM; in the data active = inhibition above about 30%;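 note: 0% = enzyme with vehicle only and 100% = no enzyme blank; many of its hits are not listed in these tables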
FXIa single inh = inhibitors of human coagulation factor XIa | P03951 | purified human FXIa, fluorogenic AMC substrate cleavage | inhibition, % at 10 µM | 33,000 tested, 0.3% active | AID 687;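 active = inhibition above 40% in the primary screen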;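 note: 0% = enzyme without compound and 100% = blank wells lacking enzyme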
Target sequence (P03951 19-387 limits assumed): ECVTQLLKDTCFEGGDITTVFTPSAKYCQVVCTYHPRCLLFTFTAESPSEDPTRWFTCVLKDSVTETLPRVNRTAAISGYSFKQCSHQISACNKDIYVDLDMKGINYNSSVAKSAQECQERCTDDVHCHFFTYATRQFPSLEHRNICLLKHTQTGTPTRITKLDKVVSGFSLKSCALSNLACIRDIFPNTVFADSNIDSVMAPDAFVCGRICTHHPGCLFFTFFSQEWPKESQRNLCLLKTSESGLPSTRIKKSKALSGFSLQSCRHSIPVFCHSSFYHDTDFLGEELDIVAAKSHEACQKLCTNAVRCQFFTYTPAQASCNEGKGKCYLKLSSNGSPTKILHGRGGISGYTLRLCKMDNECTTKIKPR
Target sequence (P03951 388-625 limits assumed): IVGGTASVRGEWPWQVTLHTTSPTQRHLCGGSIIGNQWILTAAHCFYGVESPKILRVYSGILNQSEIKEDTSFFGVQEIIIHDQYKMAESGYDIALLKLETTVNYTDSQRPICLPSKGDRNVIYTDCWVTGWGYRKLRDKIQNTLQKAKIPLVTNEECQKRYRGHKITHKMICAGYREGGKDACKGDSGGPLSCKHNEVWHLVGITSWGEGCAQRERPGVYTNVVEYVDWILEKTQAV
Active calls of the source: *. Some of the compounds tested (hit frequency here may not be typical).

SMILES	FXIIa inh	FXIa single inh
Cc1cccc2c(-c3ccccc3)cc(=O)[nH]c12	9	16
O=c1cc(O)n(-c2ccc(F)cc2)c(=S)[nH]1	13	-1
O=C(CSc1nnc(CNC(=O)c2cccs2)o1)Nc1ccc2c(c1)OCO2	-1	2
CCCN(CCC)S(=O)(=O)c1ccc(NC(=O)COc2ccccc2)cc1	-4	-5
COCc1cc(C)nc(SCC(=O)Nc2cc3c(cc2C#N)OCO3)c1C#N	3	-8
O=C(NC1CCCCC1)N1CCN(c2ncccn2)CC1	-2	-10
Cc1nnc(NC(=O)c2c(-c3ccccc3)noc2C)s1	5	8
Cc1ccc(C(=O)NCCSC(C)(C)C)cc1	-2	0
CCS(=O)(=O)N1CCN(C(=O)C(c2ccccc2)c2ccccc2)CC1	9	-8
COc1ccccc1OCCSc1nc(N)cc(N)n1	3	-4
O=C(NC1=NCCS1)C1CC(=O)N(c2ccccc2)C1 (stereo not given)	1	0
O=C1c2ccccc2CC1Sc1nnc(-c2ccccn2)o1 (stereo not given)	7	1
O=C(CN1CCCCCC1)N1c2ccccc2C=Cc2ccccc21	9	-3
CN1C(=S)SC(/[N+]([O-])=C\c2ccccc2)C1(C)C (stereo not given)	10	-9
O=S(=O)(NCCSc1ccc(Cl)cc1)c1ccc(F)cc1	-2	4
O=C(Cn1c(C(F)(F)F)nc2ccccc21)Nc1ccccc1N1CCOCC1	3	4
NC(=O)C1=NOC(CNc2ncc(C(F)(F)F)cc2Cl)C1 (stereo not given)	5	-3
O=C(c1cccs1)N(C(=O)c1cccs1)c1ccc(Br)cn1	8	26
Cc1cccc(NC(=S)NNC(=O)c2csc(C(C)C)c2)c1	3	-1
Cc1cc(C(F)F)n2ncc(C(=O)N3CCC(C(N)=O)CC3)c2n1	1	2
Clc1ccc2c(c1)C(N1CCNCC1)=Nc1ccccc1O2	1	-1
Cc1c(NC(=O)c2ccc(Br)o2)cccc1C(=O)O	20	-4
CCC(C)NC(=O)c1cc(-c2ccc(OC)cc2)on1 (stereo not given)	6	-3
Cc1ccc(CNC(=O)Cn2cccc2C(=O)c2ccccc2)cc1	-11	19
Cn1cc(-c2nnc(-c3ccccc3)o2)c2ccccc21	0	-12
CCOC(=O)C1C(=O)CC(C)(O)C(C(=O)OCC)C1c1cccc(OC)c1 (stereo not given)	16	5
CCC(C)N1C(=O)CCC1C(=O)N1CCN(c2ccc(F)cc2)CC1 (stereo not given)	3	-9
CN(C)C(=O)COC(=O)c1cc(Cl)cc(Cl)c1N	-10	-14
O=[N+]([O-])c1cc(Cl)ccc1Sc1cccc2cccnc12	-12	29
CCc1ccc(NC(=O)CSc2nc3ccccc3c(=O)n2CCCC(=O)N2CCCC2)cc1	6	9
O=C1CCC2c3ccc4ccccc4c3CCN12 (stereo not given)	8	-1
CCOc1ccc(OCC)c(C2C(C#N)=C(N)N(c3cccnc3)C3=C2C(=O)CC(C)(C)C3)c1 (stereo not given)	6	-1
c1cncc(-c2nc(NCC3COc4ccccc4O3)c3ccccc3n2)c1 (stereo not given)	4	0
O=S(=O)(Cc1ccc(Cl)cc1)N1CCCC1	8	2
COc1cc2cc(C(N)=O)c(N)nc2cc1OC	-28	-8
CC(C)(O)c1nnn(-c2ccccc2)c1C(F)(F)F	-14	3
COc1ccc(OC)c(NC(=O)Nc2cccc3ccccc23)c1	-1	-5
COc1ccc(C(=O)Nc2ccccc2C(=O)N(Cc2ccco2)C(C(N)=O)C(C)C)cc1 (stereo not given)	3	-5
COc1ccccc1N1CCN(CCOc2c(OC)cccc2OC)CC1	8	5
Cc1cc(=O)[nH]c2c1cnn2Cc1ccccc1	1	4

At a glance, 23 of the compounds above.
SMILES	FXIIa inh	FXIa single inh
O=S(=O)(NCCSc1ccc(Cl)cc1)c1ccc(F)cc1	-2	4
O=C(Cn1c(C(F)(F)F)nc2ccccc21)Nc1ccccc1N1CCOCC1	3	4
NC(=O)C1=NOC(CNc2ncc(C(F)(F)F)cc2Cl)C1 (stereo not given)	5	-3
O=C(c1cccs1)N(C(=O)c1cccs1)c1ccc(Br)cn1	8	26
Cc1cccc(NC(=S)NNC(=O)c2csc(C(C)C)c2)c1	3	-1
Cc1cc(C(F)F)n2ncc(C(=O)N3CCC(C(N)=O)CC3)c2n1	1	2
Clc1ccc2c(c1)C(N1CCNCC1)=Nc1ccccc1O2	1	-1
Cc1c(NC(=O)c2ccc(Br)o2)cccc1C(=O)O	20	-4
CCC(C)NC(=O)c1cc(-c2ccc(OC)cc2)on1 (stereo not given)	6	-3
Cc1ccc(CNC(=O)Cn2cccc2C(=O)c2ccccc2)cc1	-11	19
Cn1cc(-c2nnc(-c3ccccc3)o2)c2ccccc21	0	-12
CCOC(=O)C1C(=O)CC(C)(O)C(C(=O)OCC)C1c1cccc(OC)c1 (stereo not given)	16	5
CCC(C)N1C(=O)CCC1C(=O)N1CCN(c2ccc(F)cc2)CC1 (stereo not given)	3	-9
CN(C)C(=O)COC(=O)c1cc(Cl)cc(Cl)c1N	-10	-14
O=[N+]([O-])c1cc(Cl)ccc1Sc1cccc2cccnc12	-12	29
CCc1ccc(NC(=O)CSc2nc3ccccc3c(=O)n2CCCC(=O)N2CCCC2)cc1	6	9
O=C1CCC2c3ccc4ccccc4c3CCN12 (stereo not given)	8	-1
CCOc1ccc(OCC)c(C2C(C#N)=C(N)N(c3cccnc3)C3=C2C(=O)CC(C)(C)C3)c1 (stereo not given)	6	-1
c1cncc(-c2nc(NCC3COc4ccccc4O3)c3ccccc3n2)c1 (stereo not given)	4	0
O=S(=O)(Cc1ccc(Cl)cc1)N1CCCC1	8	2
COc1cc2cc(C(N)=O)c(N)nc2cc1OC	-28	-8
CC(C)(O)c1nnn(-c2ccccc2)c1C(F)(F)F	-14	3
COc1ccc(OC)c(NC(=O)Nc2cccc3ccccc23)c1	-1	-5

(more compounds)
SMILES	FXIIa inh	FXIa single inh
CSc1nc2nccc(-c3ccc(Cl)cc3)n2n1	6	8
Cc1nnc(SCC(=O)Nc2ccc3c(c2)OCO3)o1	6	0
Clc1cccc(Cl)c1NC1=NCCC1	3	-11
COC(=O)COc1ccc(S(=O)(=O)Nc2ccc(C(N)=O)cc2)cc1C	-9	11
CCOc1ccc(NC(=O)NCCCn2c(C)nc3cc(C)c(C)cc32)cc1	5	2
CCOc1ccc2[nH]c(=O)c(CN(CCO)Cc3nnnn3CCc3ccccc3)cc2c1	9	-4
O=C(NCCCn1ccnc1)NC(C(F)(F)F)C(F)(F)F	-1	3
Cc1cc(C)n(-c2nc(-c3ccc(Cl)cc3)cs2)n1	12	2
COc1cccc(CNC(=O)CSCc2cnn(-c3ccccc3)c2-n2cccc2)c1	6	-6
COc1cccc(N2CCN(C3CC(=O)N(c4ccc(F)c(Cl)c4)C3=O)CC2)c1 (stereo not given)	0	-6
CCC(C)NC(=O)c1c(F)c(F)c(F)c(F)c1F (stereo not given)	-16	-2
COc1ccc(CNC(=O)c2cccc(N3CCCC3=O)c2)cc1	7	5
COc1ccc(C(=O)CSc2nnc(Cn3cnc4ccccc43)o2)cc1	3	-1
CCn1ncc(Cl)c1C(=O)Nc1ccncc1	4	1
COc1ccc(CN(C(=O)c2cc3ccccc3oc2=O)C2CCCC2)cc1	6	0
O=C(O)c1cnn(-c2ccccc2)c1-c1ccccc1	3	8
Cc1noc(C)c1CSc1nnc(-c2cc(Cl)ccc2Cl)n1N	-10	1
CCCc1cc(C(=O)Cc2nc3ccccc3s2)c(O)cc1O	2	-8
CCOc1ccc(N(CC(=O)NC(C)CC)S(C)(=O)=O)cc1 (stereo not given)	-4	-6
CS(=O)(=O)Nc1ccc([N+](=O)[O-])cc1Oc1ccccc1	6	9
CC(=O)Nc1cc2c(=O)n(Cc3ccccc3)c(C)nc2cc1N1CCOCC1	5	-4
CCN(CC)C(=O)c1cnn(-c2ccccc2)c1NC(=O)c1cccc(F)c1	2	-7
COc1ccc(NC(=O)Cc2ccccc2)cc1	5	1
CCC(C)(C)n1nnnc1CN1CCC(O)(c2cccc(C(F)(F)F)c2)CC1	4	-1
CCOC(=O)c1c(NC(=O)c2ccoc2C)sc2c1CCC2	6	-10
CC(C)CNC(=S)NNC(=O)c1ccco1	2	2
CC(C)(C)C(=O)Nc1nc(C2CCCN2S(=O)(=O)c2ccc(Cl)cc2)cs1 (stereo not given)	2	24
O=C(c1cccn2c(=O)c3cc4ccccc4cc3nc12)N1CCN(c2ccccc2)CC1	5	-6
Cc1c(NS(=O)(=O)c2cccs2)c(=O)n(-c2ccccc2)n1C	7	2
O=C1C(Cl)=C(N2CCN(Cc3ccccc3)CC2)C(=O)N1c1ccccc1	5	0
COc1ccc(C2SCC(=O)N2c2c(C)n(C)n(-c3ccccc3)c2=O)cc1OC (stereo not given)	8	-8
CN1C(=O)N(C)C2(c3ccccc3)N(C)C(=O)NC12c1ccccc1 (stereo not given)	4	1
COc1cccc(C(=O)Nc2ccc(N3CCN(Cc4ccccc4)CC3)cc2)c1	5	11
Cc1cccc(C)c1OCCn1nc(C(=O)O)c2ccccc2c1=O	-12	28
Cc1cc(NC(=O)Nc2ccc(F)c(Cl)c2)no1	5	0
Cc1ccc(-c2ccc(OCC(=O)N3CCOCC3)cc2)cc1	7	3
COc1ccc(NC(=O)c2cccc(S(=O)(=O)N3CCOCC3)c2)cn1	5	6
Clc1ccc2c(NCc3ccco3)ncnc2c1	6	-6
O=C(Nc1ccc(F)cc1F)c1ccco1	-11	-1
COC(=O)C1CCN(Cc2ccc(C)cc2)CC1	-1	-3
c1cnc(SCCCOc2ccc3ccccc3c2)nc1	-9	15
O=C(CC1Nc2ccccc2NC1=O)NC1CCCCC1 (stereo not given)	-13	0
CN(Cc1ccccc1)C(=O)c1cc2ccccc2o1	5	0
Cc1nc2c(sc3nc4c(cc32)COC(C)(C)C4)c(=O)n1Cc1ccccc1	-4	-6
Cc1cc(C)c(C(N)=O)c(Nc2cccc(Cl)c2)n1	3	1
CC(C)C(c1nnnn1C1CCCC1)N1CCCCC1 (stereo not given)	8	0
Cc1cccn2c(=O)c(/C=C(\C#N)S(=O)(=O)c3ccccc3)c(N3CCC(C(N)=O)CC3)nc12	7	6
CCC1C(=O)CC(c2ccco2)NC1c1ccco1 (stereo not given)	9	2
CCn1c(SCC(=O)N2c3ccccc3Sc3ccc(Cl)cc32)nc2c1c(=O)n(C)c(=O)n2C	5	-1
Cc1ccccc1CSCCNC(=O)c1ccc(Cl)c(S(=O)(=O)N2CCOCC2)c1	-1	0
CSc1nsc(SCC(=O)Nc2ccc(C(C)=O)cc2)n1	16	-8
Cc1ccc(S(=O)(=O)CCC(=O)O)cc1C	5	-3
Cc1ccc(OCC(=O)c2c(O)c3ccccc3oc2=O)cc1C	7	-6
Cc1ccc(OC(C)C(=O)O)cc1C (stereo not given)	-12	-4
CCN(CC)c1nc2c(s1)C(=O)CC(C)(C)C2	5	-1
CCNc1nc(NCC)nc(SCCOC(=O)COc2ccc(Cl)cc2Cl)n1	-7	-5
COc1ccc(NC(=O)CSc2nnc(C3CC3)n2-c2ccccc2)cc1	5	-2
COCC(=O)Nc1nnc(-c2cccs2)s1	1	4
Fc1ccc(NCc2cn3ccccc3n2)cc1	-16	3
CCOC(=O)N1CCN(Cc2nc(N)nc(Nc3ccc(OCC)cc3)n2)CC1	0	-3

(list continues)
SMILES	FXIIa inh	FXIa single inh
CC1CC(C)CN(C(=O)CSC2=Nc3ccccc3C3=NC(Cc4c[nH]c5ccccc45)C(=O)N23)C1 (stereo not given)	3	13
COc1ccc(N2C(=O)C3CC=C(Cl)CC3C2=O)cc1 (stereo not given)	-6	-2
CCN(CC)C(=O)C1=C(C)NC(=S)NC1c1cn(-c2ccccc2)nc1-c1ccc(Cl)cc1 (stereo not given)	-14	31
CCn1c2ccccc2c2cc(NC(=O)c3ccc(Br)o3)ccc21	10	-7
CCN(CC)CCNC1=CC(=O)OC12CCCCC2	1	-1
CCOC(=O)N1CCN(Cc2nc(-c3ccc(C)cc3)no2)CC1	-10	0
COc1ccc(S(=O)(=O)Nc2ccc(NC(C)=O)cc2)cc1OC	5	0
CCC1C(=O)Nc2nc(-c3ccccc3)c(-c3ccccc3)n2N=C1C (stereo not given)	14	1
Cc1ccc(OCc2nnc(SCC(=O)c3cccs3)n2-c2ccccc2)cc1C	7	6
CCCC(C)C(=O)NCc1ccc2c(c1)OCO2 (stereo not given)	-2	-7
Cc1ncc2c(c1OC(=O)c1ccccc1)COC(C)(C)OC2	-11	-14
CCN1CCN(C(C(=O)NC2CCCCC2)c2ccc(Cl)cc2)CC1 (stereo not given)	-17	28
O=C(Nc1nc2c(Cl)cccc2s1)c1ccc(Br)o1	7	4
CN(C)S(=O)(=O)c1cccc(C(=O)C2=C3SC=C(c4ccccc4)N3CC2)c1	3	2
Cc1nc(NC(=O)c2cc3c(s2)CCCCC3)sc1C(=O)N(C)C	3	-2
COc1ccc(NC(=S)NC(NC(=O)c2cccc3ccccc23)C(Cl)(Cl)Cl)c([N+](=O)[O-])c1 (stereo not given)	6	-1
COc1ccc(C(=O)NCC2OCCc3ccccc32)c(O)c1 (stereo not given)	5	-2
O=C(O)CCC(=O)NC1CCCCCCC1	-2	0
COc1cc(C)c(S(=O)(=O)N2CCOCC2)cc1C	5	-15
CCCCCNc1nc(-c2ccccc2)cs1	-10	-8
CCc1ccc(-c2csc3ncn(CC(=O)N4CCOCC4)c(=O)c23)cc1	2	0
COc1ccc(C2=NO[C@@H]3C(=O)N(Cc4ccccc4)C(=O)[C@H]23)cc1OC	6	0
CC1(Cc2cn(CCC#N)c3ccccc23)OCCO1	6	2
COCCCNC(=O)CCn1c(=O)c2ccccc2n(CC(=O)Nc2ccc(C)cc2C)c1=O	-2	2
